# BLM helicase inh: blocks DNA unwinding by human BLM helicase. P54132. recombinant BLM DNA unwinding, fluorescence dequenching. Potency, µM (series often up to 56.1 µM), for inactives: at the top dose activity change, negative = inhibition, usual class: inhibitors. hit rate 0.2% among 350,000. AID 2528;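 note: plate controls were vehicle for no effect and no enzyme for full effect; nearly all actives have a fitted effect of over 35% in size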
# Pol eta inh: DNA polymerase eta (human) inhibition. AID 588591. recombinant Pol eta, fluorescent DNA replication assay. hit rate 1.2% among 390,000. Potency, µM (titrated, usually from 114 µM), without a hit: at the highest dose activity change, negative = inhibition, hits mostly inhibitors. Q9Y253; note: % is set by controls: 0 for no effect and ±100 for the full control effect
# Target sequence (Q9Y253 whole entry, looked up): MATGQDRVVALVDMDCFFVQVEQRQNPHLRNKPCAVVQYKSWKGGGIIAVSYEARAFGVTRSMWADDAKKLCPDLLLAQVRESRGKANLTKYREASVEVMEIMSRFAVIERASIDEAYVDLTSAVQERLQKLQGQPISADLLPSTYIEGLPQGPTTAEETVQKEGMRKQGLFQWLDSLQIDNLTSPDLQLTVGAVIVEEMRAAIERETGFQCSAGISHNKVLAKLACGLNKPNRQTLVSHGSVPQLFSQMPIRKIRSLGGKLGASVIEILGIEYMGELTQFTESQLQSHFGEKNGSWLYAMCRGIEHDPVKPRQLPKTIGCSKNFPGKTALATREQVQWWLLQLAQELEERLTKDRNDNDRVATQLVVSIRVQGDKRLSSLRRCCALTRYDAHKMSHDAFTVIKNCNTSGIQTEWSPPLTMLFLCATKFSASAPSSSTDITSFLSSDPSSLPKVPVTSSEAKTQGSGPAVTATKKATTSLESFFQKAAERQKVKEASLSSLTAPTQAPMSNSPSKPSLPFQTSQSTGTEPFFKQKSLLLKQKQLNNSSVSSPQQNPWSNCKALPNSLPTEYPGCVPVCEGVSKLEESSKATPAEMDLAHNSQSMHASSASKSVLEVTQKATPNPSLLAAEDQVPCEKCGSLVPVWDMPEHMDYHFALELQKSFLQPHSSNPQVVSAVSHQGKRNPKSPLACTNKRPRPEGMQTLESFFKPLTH
#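 Pol eta (10 nM) was preincubated with compounds for 15 min at room temperature, after which fluorescent replication substrate (50 nM final) was added to start the reaction. Fluorescence was read kinetically at 0 and 10 min.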
# G9a block: inhibitors of human histone lysine methyltransferase G9a. G9a H3K9 monomethylation, AlphaScreen, 2 h. Potency, µM (doses to about 102 µM), inactives show at the top dose activity, negative = inhibition, hits mostly inhibitors. hit rate 8.8% among 350,000. AID 504332; note: % is set by controls: 0 for no effect and ±100 for the full control effect; nearly all actives have a fitted effect of over 75% in size
#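 G9a (20 nM) was preincubated 15 min with compound, then reacted 2 h at room temperature with 500 nM biotin-H3K9 peptide and 20 µM SAM. Monomethyl-H3K9 detected by AlphaScreen using anti-H3K9me1 antibody.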
# JMJD2A Tudor inh: blocks the human JMJD2A Tudor domain; hit rate 4.4% among 390,000; AID 504339; Potency, µM (top dose mostly 114 µM), without a hit: at the top dose activity change, negative = inhibition, most hits filed as inhibitors; O75164; AlphaScreen JMJD2A-Tudor / H3K4me3 peptide binding; note: % is set by controls: 0 for no effect and ±100 for the full control effect; nearly all actives have a fitted effect of over 50% in size
# POLI inh: blocks human DNA polymerase iota activity; Q9UNA4; hit rate 1% among 390,000; Potency, µM (top dose mostly 115 µM), without a hit: at the highest dose activity, negative = inhibition, actives largely listed as inhibitors; Pol iota fluorescent replication assay, 10 min
#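 Pol iota at 10 nM preincubated 15 min with compounds at room temperature; reaction started with fluorescent substrate, 50 nM final. Fluorescence read kinetically at 0 and 10 min; buffer-only wells as negative control.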
# Pol kappa inh: inhibitors of human DNA polymerase kappa | Q9UBT6 | Potency, µM (doses to about 107 µM), inactives show at the highest dose activity, negative = inhibition, most hits filed as inhibitors | hit rate 0.53% among 400,000 | AID 588579 | purified Pol kappa, fluorescent DNA synthesis assay, 10 min; note: % is set by controls: 0 for no effect and ±100 for the full control effect
#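 Activity was followed as the change in fluorescence between reads at 0 and 10 min after starting the reaction with 50 nM substrate. Beforehand, 10 nM polymerase had been preincubated with compound for 15 min at room temperature.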
# POLB inh: blocks human DNA polymerase beta activity | P06746 | Pol beta primer extension/strand displacement, fluorescence kinetic | Potency, µM (highest dose often 114 µM), for the others: at the top dose activity change, negative = inhibition, hits mostly inhibitors | hit rate 1.3% among 340,000 | AID 485314; note: % is set by controls: 0 for no effect and ±100 for the full control effect
#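 10 nM enzyme + cpd, 15 min RT; start with substrate 50 nM final; read 0 min and after 10 min RT. Corrected, normalized data; 4-parameter Hill curve fit.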
# BAZ2B inh: BAZ2B (human) inhibition | Q9UIF8 | hit rate 4.4% among 360,000 | AlphaScreen BAZ2B-H3K14Ac peptide displacement | Potency, µM (highest dose often 114 µM), for inactives: at the top dose activity change, negative = inhibition, usual class: inhibitors; note: % is set by controls: 0 for no effect and ±100 for the full control effect; nearly all actives have a fitted effect of over 60% in size
#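 AlphaScreen displacement of biotin-H3(5-23)K14Ac peptide (50 nM final) from BAZ2B (50 nM final) in PBS pH 7.4, 0.01% Tween-20; complex preformed 30 min RT, then compounds (top 110 uM) 30 min RT, beads 20 min dark.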
# APEX1 inh: blocks human APE1 abasic DNA cleavage; Potency, µM (highest dose often 65.8 µM), without a hit: top-dose activity change, negative = inhibition, usual class: inhibitors; recombinant APE1, TAMRA/BHQ-2 abasic DNA cleavage fluorescence; hit rate 0.35% among 350,000; AID 2517;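 note: plate controls were vehicle for no effect and reference inhibitor for full effect; nearly all actives have a fitted effect of over 55% in size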
# Target sequence (P27695 whole entry, looked up): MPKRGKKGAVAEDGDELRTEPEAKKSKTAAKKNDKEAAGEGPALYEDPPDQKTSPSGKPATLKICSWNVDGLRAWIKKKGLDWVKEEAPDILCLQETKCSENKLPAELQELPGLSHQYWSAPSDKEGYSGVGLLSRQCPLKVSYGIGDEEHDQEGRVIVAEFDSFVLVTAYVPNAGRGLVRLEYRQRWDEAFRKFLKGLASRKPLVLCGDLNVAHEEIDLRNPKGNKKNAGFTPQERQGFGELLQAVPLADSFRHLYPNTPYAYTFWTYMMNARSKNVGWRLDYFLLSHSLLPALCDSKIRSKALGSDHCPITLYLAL
#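 Activity was derived from the fluorescence gain between first and third kinetic reads (60 s intervals, ex 525/em 598 nm) after 50 nM THF-abasic TAMRA/BHQ-2 duplex was added to 0.75 nM APE1 preincubated 15 min with compound.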
# * marks the source's active call; other numbers are inactive results; ? = inconclusive; · = not tested or not shown; [ ] = remark or other dose. Calls come from the whole dose curve; as a rule, active = well fitted curve in the direction sought with a large enough effect; inconclusive = small, poorly fitted or top-dose-only effect, or another doubt; inactive = no such curve, though single readings can be large; an effect the other way counts as inactive or inconclusive. Potency is the fitted concentration of half-maximal effect. Some of the compounds tested; count on the stated rates, not on these rows.
# Sample of the layout (11 entries):
SMILES,BLM helicase inh,Pol eta inh,G9a block,JMJD2A Tudor inh,POLI inh,Pol kappa inh,POLB inh,BAZ2B inh,APEX1 inh
COc1ccc(NC(=O)CN(C)CC(=O)c2c(C)[nH]c3ccccc23)cc1,·,-18%,-1%[12.7 µM],-23%,-5%,-4%,·,-35%,3%
CCCc1nc(SC)[nH]c(=O)c1C,-2%,-5%,7%,2%,?,-5%,1%,2%,-2%
CC1CCCC(C)N1C(=O)COC(=O)CCC1CCCC1 (stereo unspecified),-6%,-8%,10%,-10%,18%,-17%,1%,-3%,50%[activator]
CCN(CC)S(=O)(=O)c1cccc(NC(=O)COC(=O)/C=C/c2cccs2)c1,-7%,3%,12%,-17%,-2%,-11%,?,10%,-9%
COC(=O)c1cn(CC(=O)NC2CCCCC2)c2ccccc12,-11%,1%,16%[59 µM],-8%,8%,-3%,10%,1%,-1%
CN(C)S(=O)(=O)c1cccc(NC(=O)CSc2nncn2-c2ccccc2)c1,1%,-17%,0%,-18%,40%[activator],-3%,-16%,-4%,0%
Cc1ccc(SCC(=O)NCc2ccc(F)cc2)cc1,-2%,-22%,3%,1%,164%[activator],0%,?,-21%,-12%
CCc1cc2c(=O)n(Cc3ccccc3)c(SC3CCOC3=O)nc2s1 (stereo unspecified),-3%,-24%,-44%,-14%,110%[activator],-3%,-25%,9%,8%
CCS(=O)(=O)c1nc(S(=O)(=O)c2ccc(Cl)cc2)c(N2CCC3(CC2)OCCO3)s1,0%,-6%,·,-15%,25%,-7%,0%,-10%,0%
O=C(NCCC1CCCCN1S(=O)(=O)c1cccs1)C(=O)Nc1ccc(F)cc1 (stereo unspecified),·,-8%,8%[0.501 µM],-6%,-19%,-17%,·,14%,-14%
CC[C@@]1([C@@H]2O[C@@H]([C@H]3O[C@@](O)(CO)[C@H](C)C[C@@H]3C)C[C@@H]2C)CC[C@H]([C@]2(C)CC[C@]3(C[C@H](O)[C@@H](C)[C@@H]([C@@H](C)[C@@H](OC)C(C)C(=O)O)O3)O2)O1 (stereo partly specified),5%,·,-5%[59 µM],·,·,-13%[60.1 µM],·,·,-1%

# Main list, repeating the preview:
SMILES,BLM helicase inh,Pol eta inh,G9a block,JMJD2A Tudor inh,POLI inh,Pol kappa inh,POLB inh,BAZ2B inh,APEX1 inh
COc1ccc(NC(=O)CN(C)CC(=O)c2c(C)[nH]c3ccccc23)cc1,·,-18%,-1%[12.7 µM],-23%,-5%,-4%,·,-35%,3%
CCCc1nc(SC)[nH]c(=O)c1C,-2%,-5%,7%,2%,?,-5%,1%,2%,-2%
CC1CCCC(C)N1C(=O)COC(=O)CCC1CCCC1 (stereo unspecified),-6%,-8%,10%,-10%,18%,-17%,1%,-3%,50%[activator]
CCN(CC)S(=O)(=O)c1cccc(NC(=O)COC(=O)/C=C/c2cccs2)c1,-7%,3%,12%,-17%,-2%,-11%,?,10%,-9%
COC(=O)c1cn(CC(=O)NC2CCCCC2)c2ccccc12,-11%,1%,16%[59 µM],-8%,8%,-3%,10%,1%,-1%
CN(C)S(=O)(=O)c1cccc(NC(=O)CSc2nncn2-c2ccccc2)c1,1%,-17%,0%,-18%,40%[activator],-3%,-16%,-4%,0%
Cc1ccc(SCC(=O)NCc2ccc(F)cc2)cc1,-2%,-22%,3%,1%,164%[activator],0%,?,-21%,-12%
CCc1cc2c(=O)n(Cc3ccccc3)c(SC3CCOC3=O)nc2s1 (stereo unspecified),-3%,-24%,-44%,-14%,110%[activator],-3%,-25%,9%,8%
CCS(=O)(=O)c1nc(S(=O)(=O)c2ccc(Cl)cc2)c(N2CCC3(CC2)OCCO3)s1,0%,-6%,·,-15%,25%,-7%,0%,-10%,0%
O=C(NCCC1CCCCN1S(=O)(=O)c1cccs1)C(=O)Nc1ccc(F)cc1 (stereo unspecified),·,-8%,8%[0.501 µM],-6%,-19%,-17%,·,14%,-14%
CC[C@@]1([C@@H]2O[C@@H]([C@H]3O[C@@](O)(CO)[C@H](C)C[C@@H]3C)C[C@@H]2C)CC[C@H]([C@]2(C)CC[C@]3(C[C@H](O)[C@@H](C)[C@@H]([C@@H](C)[C@@H](OC)C(C)C(=O)O)O3)O2)O1 (stereo partly specified),5%,·,-5%[59 µM],·,·,-13%[60.1 µM],·,·,-1%
CCn1c(C)c(C)c2cc(C(=O)NCCCN3CCN(C)CC3)ccc21,-6%,-16%,?,-28%,-5%,0%,4%,?,9%
COc1ccc(S(=O)(=O)Nc2ccccn2)cc1,1%,-9%,·,-6%,30%[activator],0%,?,8%,1%
COc1ccc(C(=O)NC(C)c2nnc(SCC(=O)NC3=NCCS3)n2C)cc1 (stereo unspecified),-9%,-2%,-17%,-2%,10%,-2%,5%,-16%,66%[activator]
O=C(CCn1nc(-c2ccc(Cl)cc2)c2ccccc2c1=O)NN1CCOCC1,-1%,-4%,10%,-13%,156%[activator],-13%,2%,-12%,-2%
Cc1ccc(OCC(=O)N2N=C(C(F)(F)F)CC2(O)C(C)(C)C)cc1C (stereo unspecified),-11%,?,-5%[59 µM],-10%,7%,-10%,1%,0%,-4%
COc1ccc(NC(=O)CSc2nnc(-c3cnccn3)n2C)cc1OC,2%,-17%,7%,-12%,32%[activator],-15%,-6%,29%,87%
COc1ccc(S(=O)(=O)N2CCOCC2)cc1NC(=O)CCCOc1ccccc1,·,-23%,·,1%,27%,-3%,·,·,18%
CCN(CC)CCC(c1ccc(N(C)C)cc1)c1c(OC)cc(OC)c2c1OC(=O)CC2c1ccc(OC)cc1 (stereo unspecified),-5%,·,·,16µM*,5%,-8%,·,·,-2%
COc1ccccc1Nc1nnc(SCC(=O)NC(=O)Nc2ccc3c(c2)OCCO3)s1,3%,-19%,-2%[59 µM],-9%,22%,4%,21%,0%,-2%
N#C/C(=C/c1ccccc1[N+](=O)[O-])c1nnc2n1CCCCC2,-8%,-14%,-3%[59 µM],16%,8%,-10%,-8%,-4%,1%
Clc1ccccc1C1CC(c2ccccc2)Nc2ncnn21 (stereo unspecified),1%,-26%,-12%[59 µM],-17%,44%[activator],17%,0%,3%,0%
CCCCc1ccc(NC(=S)N2CCN(C(=O)c3ccco3)CC2)cc1,-3%,-11%,·,-34%,-11%,0%,1%,?,-21%
CCCc1cc(=O)[nH]c(SCC(=O)NCCN2C(=O)CSC2=O)n1,·,-12%,·,-8%,24%,-11%,·,·,10%
O=C(CCN1C(=O)c2cccc([N+](=O)[O-])c2C1=O)NC1CCCCCC1,·,-4%,·,-18%,52%[activator],-16%,·,·,-5%
# Next entries:
SMILES,BLM helicase inh,Pol eta inh,G9a block,JMJD2A Tudor inh,POLI inh,Pol kappa inh,POLB inh,BAZ2B inh,APEX1 inh
COCCCn1c(SCc2cccc(OC)c2)nc2cc(OC)c(OC)cc2c1=N,-6%,-17%,·,?,-8%,-8%,3%,?,-6%
CCOc1ccc2nc(/N=C/c3nc(-c4ccc(Br)cc4)oc3O)sc2c1,-4%,?,14%,-19%,-12%,-4%,-1%,14%,-5%
Cc1ccc2c(c1)CCCN2C(=O)Nc1ccc2c(c1)OCO2,-8%,?,?,56µM*,31%[activator],-1%,3%,?,-4%
CC1(C)CC(=O)C(C(c2ccccc2F)C2C(=O)CC(C)(C)CC2=O)C(=O)C1,0%,-17%,·,-11%,10%,-4%,39%,-1%,3%
CCOc1c(Cl)cc(CNc2nnnn2C)cc1OC,-1%,-9%,13%,-10%,33%[activator],-20%,36%,9%,28%
CCOC(=O)c1c(-c2ccccc2)csc1NC(=O)c1ccc(S(=O)(=O)N2CC(C)OC(C)C2)cc1 (stereo unspecified),-1%,1%,7%,-1%,5%,-9%,1%,4%,-10%
Cc1cccc(C)c1-n1cccc1/C=C1\SC(=S)N(c2cccc(C(=O)O)c2)C1=O,-2%,?,?,?,?,-16%,40µM*,50µM*,-13%
Cc1ccc(C(=O)Nc2ccc(N3CCOCC3)nc2N2CCOCC2)cc1,-2%,-13%,4%,-8%,35%[activator],4%,-17%,-1%,-3%
COc1ccccc1CCNS(=O)(=O)c1ccc(C(=O)O)n1C,-6%,-18%,11%[59 µM],1%,?,-1%,-1%,-16%,0%
CCCCN(CC)C(=O)CSc1nc2ccccc2c(=O)n1Cc1ccco1,-5%,-11%,-5%[59 µM],-25%,7%,5%[60.1 µM],8%,-4%,·
Fc1cc(F)c(NC(=S)N2CCOCC2)c(F)c1,-4%,4%,-46%,-2%,134%[activator],2%,1%,3%,51%[activator]
Cc1ccc(CCNC(=O)c2cc3c(s2)-c2ccccc2OC3)cc1,-17%,?,-33%[59 µM],?,79µM*,?,14µM*,?,·
C/C(=N\NC(=S)NC1CCCCC1)c1ccc(C#N)cc1,3%,-15%,-4%,-3%,218%[activator],-4%,-16%,-6%,-2%
O=C(NC(=O)N1CCOCC1)c1ccccc1,4%,-20%,-5%[59 µM],0%,-6%,-3%,-12%,1%,1%
CCCCN(C(=O)c1ccc([N+](=O)[O-])o1)c1c(N)n(CCCC)c(=O)[nH]c1=O,·,-14%,?,-8%,-14%,-14%,·,-1%,0%
COc1cc(CNCc2cc(OC)c(OC)c(OC)c2)cc(OC)c1,3%,-6%,·,20µM*,7%,19%,41%,?,-4%
O=C(Nc1ccc(N2CCN(C(=O)c3ccco3)CC2)cc1)c1ccccc1Br,-2%,-9%,-10%,-26%,8%,-14%,82%,-10%,-9%
COc1ccc(Cc2c(N)nc(C)nc2N)cc1,-1%,-20%,0%,10%,38%[activator],0%,1%,-1%,-2%
CCOc1ccc(/C(CCC(=O)O)=N/NC(=S)NC(C)C)cc1,-3%,7%,22µM*,-20%,155%[activator],0%,4%,-26%,2%

# Source: PubChem BioAssay (National Center for Advancing Translational Sciences (NCATS))
